HDAC3 inhib – inhibitors of human histone deacetylase 3; O15379; recombinant HDAC3, fluorogenic peptide/trypsin coupled, fluorescence; inhibition, % at 8.3 µM; 320,000 compounds, 0.15% hits; in the data active = inhibition above about 26%, passing the limit was not always enough; inconclusive = no clear call, values can overlap the other calls
Target sequence (O15379 whole entry, looked up): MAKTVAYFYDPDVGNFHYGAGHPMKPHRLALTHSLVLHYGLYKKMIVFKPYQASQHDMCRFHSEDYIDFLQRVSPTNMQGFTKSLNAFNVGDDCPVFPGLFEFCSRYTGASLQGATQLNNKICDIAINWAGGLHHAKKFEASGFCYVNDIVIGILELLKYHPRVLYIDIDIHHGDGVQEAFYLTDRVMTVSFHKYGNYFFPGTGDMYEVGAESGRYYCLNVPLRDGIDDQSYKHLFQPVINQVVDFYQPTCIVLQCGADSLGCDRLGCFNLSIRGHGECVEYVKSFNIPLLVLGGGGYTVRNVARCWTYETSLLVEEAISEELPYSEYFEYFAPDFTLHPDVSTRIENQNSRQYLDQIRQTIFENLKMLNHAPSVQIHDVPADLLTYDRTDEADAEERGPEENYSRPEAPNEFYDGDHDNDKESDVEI
Numbers without * were called inactive; u = inconclusive. Some of the compounds tested, so the mix of outcomes need not match the whole.

SMILES	HDAC3 inhib
Cc1cccc(C(=O)N[C@H](C(=O)NCc2cccs2)C(C)C)c1	-4
O=C(COC(=O)c1ccc(F)c(S(=O)(=O)N2CCOCC2)c1)c1ccc(Cl)cc1	0
CCCCN1C(Nc2ccccc2)=NC[C@@H]1C	-5
CCOC(=O)CC[C@H](NC(=O)Cn1cnc2c(SC)nc(N)nc21)C(=O)OCC	6
Cc1nnc(SCC(=O)N2CCN(C(=O)c3ccco3)CC2)n1C	-5
CCN(CC(=O)NCc1ccc(Cl)cc1)C(=O)c1cc(S(=O)(=O)N2CCOCC2)ccc1C	4
CN1CCN(CC(=O)Nc2cccc(S(=O)(=O)N(C)c3ccccc3)c2)CC1	-12
O=C(NCc1cccnc1)C1CCN(S(=O)(=O)c2cc([N+](=O)[O-])ccc2Cl)CC1	2
COc1ccc(C(=O)C(C)OC(=O)CNC(=O)c2ccco2)cc1 (stereo not drawn)	0
CC(OC(=O)C12CCC(=O)N1c1ccccc1S2)C(=O)Nc1cccc(Cl)c1 (stereo not drawn)	4
C=C(CC[C@@H](O)C(C)(C)O)[C@H]1CC[C@]2(C)[C@@H]1CCC1[C@@]3(C)CC[C@H](O)C(C)(C)C3CC[C@]12C (stereo partly drawn)	2
COc1ccc(OC)c(C(=O)COC(=O)COc2ccccc2)c1	1

3 entries from above, reformatted:
> CC(OC(=O)C12CCC(=O)N1c1ccccc1S2)C(=O)Nc1cccc(Cl)c1 (stereo not drawn)
  HDAC3 inhib: 4

> C=C(CC[C@@H](O)C(C)(C)O)[C@H]1CC[C@]2(C)[C@@H]1CCC1[C@@]3(C)CC[C@H](O)C(C)(C)C3CC[C@]12C (stereo partly drawn)
  HDAC3 inhib: 2

> COc1ccc(OC)c(C(=O)COC(=O)COc2ccccc2)c1
  HDAC3 inhib: 1

The listing continues:
SMILES	HDAC3 inhib
CC1CN(S(=O)(=O)c2cc(C(=O)NCc3ccncc3)ccc2Cl)CC(C)O1 (stereo not drawn)	-1
CC(C)(C)OC(=O)NCCCCCc1cn([C@@H](CO)C(=O)NCCCCCCCCCCC(=O)N2CCN(C(=O)OC(C)(C)C)CC2)nn1	31*
O=C(COc1ccccc1F)NNC(=O)c1cc(Br)ccc1Cl	0
O=C(/C=C/c1ccc([N+](=O)[O-])cc1)OCC(=O)N1CCCC1	3
O=C(C1Cc2ccccc2CN1S(=O)(=O)c1ccccc1[N+](=O)[O-])N1CCOCC1 (stereo not drawn)	5
CC1=C(/C=C/C(C)=C/C=C/C(C)=C/C(=O)Nc2ccc(O)cc2)C(C)(C)CCC1	2
O=C(COC(=O)Cc1n[nH]c(=O)c2ccccc12)Nc1ccc(Cl)cn1	4
N#Cc1cccc(NCC(=O)Nc2cccc(S(=O)(=O)N3CCCCC3)c2)c1	14
CCN(CC)C(=O)N1CCN(c2c([N+](=O)[O-])c(=O)oc3ccccc23)CC1	3
O=C(NCc1ccccc1)c1nc[nH]c1C(=O)N1CCc2ccccc2C1	3
O=C(Cc1c(F)cccc1Cl)NNC(=O)c1ccco1	-6
CC(C)c1ccc(C(=O)OCC(=O)c2c(N)n(C)c(=O)n(C)c2=O)cc1	u

Gathered by group: those above with an aryl methoxy group
SMILES	HDAC3 inhib
COc1ccc(C(=O)C(C)OC(=O)CNC(=O)c2ccco2)cc1 (stereo not drawn)	0
COc1ccc(OC)c(C(=O)COC(=O)COc2ccccc2)c1	1

Next section.
SMILES	HDAC3 inhib
Cc1csc(CNc2ncnc3ccc(-c4ccc5c(c4)OCCO5)cc23)c1	-4
COc1ccccc1CNC(=O)COC(=O)Cc1ccc(Br)cc1	-4
O=C(O)c1cccc(-n2sc3ccccc3c2=O)c1	u
Cn1cnnc1SCC(=O)NNC(=O)c1ccc([N+](=O)[O-])cc1	-8
Cc1ccc(S(=O)(=O)CCC(=O)OCc2nnc(-c3ccccc3Br)o2)cc1	-7
COc1cc(S(=O)(=O)N2CCOCC2)cc(C(=O)NCC(c2cccs2)N2CCOCC2)c1OC (stereo not drawn)	9
CCN(CC(=O)Nc1ccccc1OC)C(=O)c1ccc2[nH]c3c(c2c1)CC(C)CC3 (stereo not drawn)	7
NC(=O)C1Cc2ccccc2CN1C(=O)c1nn(Cc2ccccc2)c(=O)c2ccccc12 (stereo not drawn)	1
NC(=O)c1ccsc1NC(=O)COC(=O)/C=C/c1ccccc1[N+](=O)[O-]	2
CC(CNC(=O)CN1C(=O)C(=O)N(C2CCCC2)C1=O)c1ccccc1 (stereo not drawn)	2
COc1ccc(Cl)cc1NC(=O)CN(C)C(=O)Cc1ccc(-c2ccccc2)cc1	15
CN1C2Cc3c(n(C)c4ccccc34)C1CC=C2CO (stereo not drawn)	-11
O=C(Nc1cc(C(F)(F)F)ccc1N1CCOCC1)C1CC1	-1
C[C@H](NC(=O)c1ccc(Cl)cc1)C(=O)NNC(=O)c1cccs1	8
C[C@H](CO)N1C[C@H](C)[C@@H](CN(C)C(=O)NC2CCCCC2)Oc2c(NC(=O)C3CC3)cccc2C1=O	-9
CCOc1ccc(NC(=O)CN(C)C(=O)Cc2n[nH]c(=O)c3ccccc23)cc1OCC	17
O=C(CN1C(=O)NC(Cc2ccccc2)C1=O)Nc1ccc(F)c(F)c1F (stereo not drawn)	0
COc1ccc(S(=O)(=O)N2CCN(CC(=O)Nc3cc(Cl)ccc3Cl)CC2)cc1	1
CCOc1ncccc1C(=O)Nc1cc(S(=O)(=O)N2CCCCC2)ccc1Cl	3
CN(CC(=O)NC(=O)NCc1ccccc1)CC(=O)Nc1ccc(Cl)c(Cl)c1	12
O=C(NNS(=O)(=O)c1c(F)cc(F)c(Cl)c1F)C12CC3CC(CC(C3)C1)C2	1
Cc1ccc(S(=O)(=O)NC(CC(C)C)C(=O)N2CCN(C/C=C/c3ccccc3)CC2)cc1 (stereo not drawn)	7
C#CCOCCOCCOCCNc1nc(OC)nc(N2CCN(C(=O)[C@H](CCC(=O)O)n3cc(C(N)CO)nn3)CC2)n1 (stereo partly drawn)	1
COc1ccc(OC)c(NC(=O)COC(=O)Cc2ccsc2)c1	14
COc1ccc(C(CNC(=O)CNC(=O)c2cccc(C)c2)N2CCOCC2)cc1 (stereo not drawn)	-5
COc1cc(C(=O)NNC(=O)CSc2nnc3ccccn23)cc(OC)c1OC	-2
CC(C)[C@H](NC(=O)c1ccccc1F)C(=O)NNC(=O)c1cccs1	0
CC1(C)CC2C1CCC1(O)CC2(C)CCC1N(O)c1ccc(C(=O)NCCO)cn1 (stereo not drawn)	-5
Cc1ccc(S(=O)(=O)N2CCN(C(=O)COC(=O)CCCOc3ccccc3)CC2)c(C)c1	5
CC(C)N(Cc1nc2ccccc2c(=O)[nH]1)C(=O)c1ccc(NC(=O)CSc2nnnn2C)cc1	1
COc1ccc(C(=O)OCC(=O)NC(=O)NC2CCCC2)cc1OC	7
COc1cc([C@H]2c3c(cc(OC)c(O)c3OC)C[C@@H](CO)[C@@H]2CO[C@@H]2O[C@H](CO)[C@@H](O)[C@H](O)[C@H]2O)cc(OC)c1O	0
O=C1CCN(Cc2ccccc2)C=C1c1cccc(O)c1	-5
C/C(=N\NC(=O)c1cccc(S(=O)(=O)N2CCOCC2)c1)c1ccc(C)cc1	1
CC(=O)c1ccccc1NC(=O)C1CCCN(C(=O)c2ccc(Cl)cc2)C1 (stereo not drawn)	0
C[C@@H]1CN([C@@H](C)CO)C(=O)c2cc(NC(=O)Nc3ccccc3)ccc2O[C@H]1CN(C)C(=O)Nc1cccc2ccccc12	-1
COc1ccc(Cl)cc1NS(=O)(=O)c1cccc(C(=O)NC2CC2)c1	14
CCN(c1ccccc1)S(=O)(=O)c1ccc(N2CCN(c3ccc(OC)cc3)CC2)nc1	-2
CC(=O)Nc1ccc(C(=O)OCC(=O)N2CC3(C)CC2CC(C)(C)C3)cc1 (stereo not drawn)	-3
Cc1cccc(S(=O)(=O)N2CCn3cccc3C2C)c1 (stereo not drawn)	1
CC(NCC(=O)Nc1ccccc1C(=O)NC1CC1)c1ccc(F)cc1F (stereo not drawn)	-4
CCC1(c2ccc(F)cc2)NC(=O)N(CC(=O)Nc2ccc3c(c2)OCCO3)C1=O (stereo not drawn)	-9
CC1CCC2(CC1)NC(=O)N(CC(=O)N1CC(C)CC(C)C1)C2=O (stereo not drawn)	3
CN(C(=O)C1CCCN1S(=O)(=O)c1ccc(Cl)cc1)c1ccccc1 (stereo not drawn)	1
CCCN(CC(=O)Nc1ccccc1C)C(=O)c1sc2ccccc2c1Cl	-2
CCC(CO)Oc1cc(NCc2cccc(Cl)c2)c2ncn(C(C)C)c2c1 (stereo not drawn)	9
O=C(Nc1ccc(S(=O)(=O)N2CCCC2)cc1)C1CC(=O)N(CCc2ccc(F)cc2)C1 (stereo not drawn)	0
COc1ccc(-c2cc3cc4c(cc3cn2)OCO4)cc1	-3

Sorted by molecular weight (largest number first): some entries from above
SMILES	HDAC3 inhib
C[C@H](CO)N1C[C@H](C)[C@@H](CN(C)C(=O)NC2CCCCC2)Oc2c(NC(=O)C3CC3)cccc2C1=O	-9
CCC1(c2ccc(F)cc2)NC(=O)N(CC(=O)Nc2ccc3c(c2)OCCO3)C1=O (stereo not drawn)	-9
CN1CCN(CC(=O)Nc2cccc(S(=O)(=O)N(C)c3ccccc3)c2)CC1	-12
CC(NCC(=O)Nc1ccccc1C(=O)NC1CC1)c1ccc(F)cc1F (stereo not drawn)	-4
C[C@H](NC(=O)c1ccc(Cl)cc1)C(=O)NNC(=O)c1cccs1	8
O=C(O)c1cccc(-n2sc3ccccc3c2=O)c1	u

(list continues)
SMILES	HDAC3 inhib
O=C(Nc1ccccc1Cl)C1CC(=O)N(Cc2ccco2)C1 (stereo not drawn)	-7
COc1ccc(CNC(=O)c2ccc(NS(=O)(=O)c3ccc4[nH]c(=O)[nH]c4c3)cc2)cc1OC	2
O=C(COC(=O)/C=C/c1cccc(Cl)c1)NCc1cccs1	1
C[C@H](Cc1ccccc1)Nc1ncnc2c1ncn2[C@@H]1O[C@H](CO)[C@@H](O)[C@H]1O	-8
O=C(CSc1nc2ccccc2c(=O)n1CCCN1CCOCC1)Nc1ccc(Br)cc1	2
COc1ccc(NS(=O)(=O)c2cccc(C(=O)NCCc3ccc(S(N)(=O)=O)cc3)c2)cc1	2
O=C(CN1CCN(C(=O)c2ccc(-c3nc4ccccc4s3)o2)CC1)Nc1ccc(F)cc1	6
O=C(Cn1cc(C(F)(F)F)ccc1=O)N1CCc2ccccc21	8
NS(=O)(=O)c1ccc(NC(=O)COC(=O)c2ncc(Cl)c(Cl)c2Cl)cc1	3
CCN(c1ccccc1)S(=O)(=O)c1ccc(C(=O)NNC(=O)c2ccccc2F)cc1	-4
CCOC(=O)C1=C(COC(=O)CCNS(=O)(=O)c2ccc(C)c(C)c2)NC(=O)NC1C (stereo not drawn)	-1
Cc1ccc(NC(=O)CN2C(=O)NC(Cc3ccccc3)C2=O)cc1Cl (stereo not drawn)	18
O=C(OCc1c(-c2ccccc2)ncc2ccccc12)c1ccc(C(F)(F)F)cc1	-1
COc1ccc(OC)c(NC(=O)CN2C(=O)C(C)N(c3ccc(C)cc3)C2=O)c1 (stereo not drawn)	-2
COc1ccccc1N(C)S(=O)(=O)c1ccc(C(=O)N(C)Cc2ccc(Cl)s2)cc1	16
O=C(COC(=O)C1COc2ccccc2O1)Nc1cccc(F)c1 (stereo not drawn)	2
Cc1cccc(NC(=O)CN(CC2CCCO2)C(=O)c2oc3ccccc3c2C)c1C (stereo not drawn)	-4
CCCc1ncc(C[n+]2ccccc2C)c(N)n1	-8
Cc1cccc(C(=O)O)c1[N+](=O)[O-]	9
CCc1ccc(OCC(=O)OCC(=O)NC2CCCC(C)C2C)cc1 (stereo not drawn)	17
COc1ccc(/C=C/C(=O)O/N=C(\N)c2ccccn2)cc1OC	6
COc1ccc(NS(=O)(=O)c2ccc(C(=O)N3CCC(C)CC3)cc2)cc1	2
COc1cc(C#Cc2c(-c3cncn3C)n(C)c3ccc(-c4cc(OC)c(OC)c(OC)c4)cc23)cc(OC)c1	-3
O=C(COC(=O)c1ccc(C(F)(F)F)cc1)Nc1cccc(S(=O)(=O)NC2=NCCCCC2)c1	-7
CC(C)(C)c1nnc2sc(SCC(=O)NCc3ccco3)nn2c1=O	0
CCN(C(=O)c1ccc(=O)[nH]c1)c1c(N)n(Cc2ccccc2)c(=O)[nH]c1=O	3
O=C(NC1CC1)C1CCN(S(=O)(=O)c2cc([N+](=O)[O-])ccc2Cl)CC1	1
Cc1nn(-c2ccccc2)c(C)c1C(=O)OC(C)C(=O)NC1CCCCC1 (stereo not drawn)	1
COc1ccc(NS(=O)(=O)c2cccc(C(=O)N3CCN(C(=O)c4ccco4)CC3)c2)cc1	0
CSc1ccc(/C=C/C(=O)OCC(=O)NC2CC2)cc1	-40
CCCN1CCN(C(=O)c2ccc(-c3ccc([N+](=O)[O-])cc3)o2)CC1	9
CC[C@]1(c2ccccc2C)ON(c2ccccc2C(F)(F)F)C1=O	2
CSc1ccccc1NC(=O)CN(C)C(C)C(=O)NCc1ccc2c(c1)OCO2 (stereo not drawn)	-1
O=C1C=CN(Cc2ccccc2)C(c2ccccc2)C1 (stereo not drawn)	2
CC(C)(C)OC(=O)NCCCCCNC(=O)c1nc[nH]c1C(=O)N1CCN(C(=O)OC(C)(C)C)CC1	0
O=C(COC(=O)CNS(=O)(=O)c1c(F)cccc1F)NC(=O)NC1CCCCC1	1
COc1ccccc1N1CCN(C(=O)CCCCn2c(=O)[nH]c3ccsc3c2=O)CC1	3
O=C(COC(=O)c1ccc(Cl)cc1Cl)Nc1cccc(S(=O)(=O)NC2=NCCC2)c1	6
O=S(=O)(c1ccc(SCc2ccccc2)nc1)N1CCCCCC1	-3

Source: PubChem BioAssay (Broad Institute)
